ERAP1 HTS inh = blocks human ERAP1 aminopeptidase activity | Q9NZ08 | recombinant ERAP1, Leu-AMC fluorescence, 60 min | inhibition, % at 10.7 µM | 340,000 tested, 0.15% active;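 active means mean replicate inhibition of at least 30%, or all replicates individually reaching that 30% level; inactive means mean below 30% and not every replicate reaching it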;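 further: 0% = neutral control wells and 100% = L-leucinethiol positive control wells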
PGC1a acetyl inh = modulators of PGC1a acetylation; inhibition, % at 15.6 µM; AID 651687; U2OS PGC1a acetylation, AlphaScreen anti-acetyl-lysine; with virally co-expressed GCN5 acetyltransferase; 350,000 tested, 0.17% active;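 active means every replicate shows inhibition of at least 40%; inconclusive means mean inhibition at least 40% but some replicate below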;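 further: 0% = neutral control wells and 100% = positive control wells; some results beyond the cut were filed as inactive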
PglD DTNB = blocks C. jejuni PglD acetyltransferase activity. purified PglD enzyme, DTNB colorimetric CoA detection. inhibition, % at 12.5 µM. 360,000 tested, 0.098% active. AID 602405; in the data active means inhibition above about 16%, passing the limit was not always enough; inconclusive means no clear call, values can overlap the other calls; further: strong numbers were not always called active
RAD54 branch = inhibitors of human RAD54 branch migration. RAD54 Holliday junction branch migration, FAM/BHQ fluorescence. 360,000 tested, 0.14% active. inhibition, % at 10.4 µM. Q92698;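 active means mean normalized replicate activity at least 40 and at least half of replicates scoring 40 or more; inconclusive means only one of the two criteria met; inactive means mean below 40 and under half of replicates reaching 40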;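 further: 0% = median of neutral control wells and 100% = median of positive control wells; inhibitors cause a drop in the FAM fluorescence signal; in these data hits start at about 50%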
Target sequence (Q92698 whole entry, looked up): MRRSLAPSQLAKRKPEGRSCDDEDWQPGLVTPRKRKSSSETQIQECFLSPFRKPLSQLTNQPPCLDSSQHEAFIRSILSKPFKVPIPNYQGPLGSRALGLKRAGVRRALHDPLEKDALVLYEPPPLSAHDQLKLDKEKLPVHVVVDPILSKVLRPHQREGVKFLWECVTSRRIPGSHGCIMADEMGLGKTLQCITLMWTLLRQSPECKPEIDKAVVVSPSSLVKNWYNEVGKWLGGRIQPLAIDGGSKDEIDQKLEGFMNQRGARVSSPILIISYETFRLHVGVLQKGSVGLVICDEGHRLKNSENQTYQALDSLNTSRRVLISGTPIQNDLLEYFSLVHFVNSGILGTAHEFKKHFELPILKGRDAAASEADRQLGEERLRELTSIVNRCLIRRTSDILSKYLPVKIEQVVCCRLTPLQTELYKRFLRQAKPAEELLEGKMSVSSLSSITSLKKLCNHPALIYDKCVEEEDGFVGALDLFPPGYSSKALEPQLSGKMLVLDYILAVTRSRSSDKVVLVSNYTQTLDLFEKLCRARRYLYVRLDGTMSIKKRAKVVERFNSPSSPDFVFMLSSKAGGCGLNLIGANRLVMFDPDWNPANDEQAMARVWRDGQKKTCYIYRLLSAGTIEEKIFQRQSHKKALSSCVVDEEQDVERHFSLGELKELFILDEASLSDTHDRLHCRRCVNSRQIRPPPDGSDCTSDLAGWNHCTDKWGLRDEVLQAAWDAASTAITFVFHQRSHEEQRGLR
Cneo AK release = causes C. neoformans cell lysis; adenylate kinase release luminescence, 4 h; normalised: neutral wells 0, clomiphene wells 100; lysis activity, % at 15 µM; 360,000 tested, 0.2% active;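 active means mean lysis activity across replicates of at least 80%, whatever share of replicates individually reach that level; inactive means mean lysis activity below 80%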
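read-out = cell lysis signal | test system = log-phase Cryptococcus neoformans yeast cells | input = cells at 5 × 10^6 per mL | medium = fresh YPD growth medium | signal = luminescent adenylate kinase detection reagent | timing = 4 h at 37 °C static, read 1 h later | dosing = single dose | controls = Clomiphene as positive lysis control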
miR122 inh = miR-122 inhibition in Huh7 cells. activation (reporter increase), % at 12.5 µM. 340,000 tested, 0.3% active. Huh7 miR-122 Renilla luciferase sensor, 48 h; neutral wells = 0, positive control = 100;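 active means mean replicate activation score at least 90 and every replicate individually at or above 90; inconclusive means only one of the two criteria met; inactive means neither criterion met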;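 further: higher luciferase means less miR-122 activity so hits act as miR-122 inhibitors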
RAD52 inh = inhibitors of human RAD52 DNA annealing; P43351; recombinant RAD52 DNA annealing, FRET fluorescence; inhibition, % at 18.7 µM; 360,000 tested, 0.46% active;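 active means every replicate showing at least 50% inhibition; inconclusive means mean inhibition at least 50% but not in every replicate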
E-selectin induc = induces E-selectin expression in human endothelial cells | 260,000 tested, 0.37% active | activation, % at 7.58 µM | HUVEC E-selectin immunofluorescence imaging; normalized: neutral wells 0, TNF-alpha wells 100 | P16581;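 active means mean E-selectin-positive cell signal at least 10% of the positive control, reached in at least 60% of replicates, without over 20% cell loss; inconclusive means no rule given, readout overlaps actives, possibly toxicity-flagged; inactive means the rest, including those meeting only one limit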;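 further: in these data hits start at about 27%; measured in HUVEC primary endothelial cells; signal is the percent of cells scored E-selectin positive by PE staining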
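assay system = HUVEC, human umbilical vein endothelial cells | input = 3,000 HUVEC seeded per well | medium = EGM-2 growth medium on 0.1% gelatin-coated wells | dosing = one compound dose added by pin transfer | signal = immunofluorescence imaging | read-out basis = % PE-positive cells | control set = TNF-alpha, DMSO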
An asterisk follows results filed as active; ? = inconclusive; / = no result given; [ ] = remark or other dose.

canonical_smiles	ERAP1 HTS inh	PGC1a acetyl inh	PglD DTNB	RAD54 branch	Cneo AK release	miR122 inh	RAD52 inh	E-selectin induc
C[C@@H]1CN([C@@H](C)CO)C(=O)c2cccc(NC(=O)Nc3ccc(F)cc3)c2O[C@H]1CN(C)C(=O)Nc1cccc2ccccc12	-2.1	0.8	-1.4	-0.4	-1.8	3.7[16.7 µM]	-14.3	-0.1
COc1ccc(NC(=O)C2CCN(S(=O)(=O)c3ccc4c(c3)CC(C)N4C(C)=O)CC2)c(OC)c1 (stereo not given)	-3.2	/	-7.6	4.0	0.0	-7.4	1.7	/
CC1(Cc2cc(Cl)ccc2C(F)(F)F)C(=O)Nc2ccc(OC(F)(F)F)cc21 (stereo not given)	/	-20.8	-3.9	-21.9	-3.2	-6.3	/	/
COC(=O)c1cccc(NC(=O)C2COc3ccccc3O2)c1C (stereo not given)	/	-15.9	-2.0	-2.8	-0.9	0.0	/	/
CCCc1c(C(=O)N/N=C(\C)c2ccccc2O)nnn1-c1nonc1N	1.9	5.4	-4.9	2.5	0.3	1.8	-19.2	/
COc1ccc(C2/C(=C(/O)c3ccc(C)cc3)C(=O)C(=O)N2C)cc1 (stereo not given)	/	3.2	-20.2	9.0	-3.2	0.1	/	/
CCOC(=O)C1=NN(c2ccc(OC)cc2)C2C(=O)N(c3ccccc3OC)C(=O)C12 (stereo not given)	6.5	-5.1	/	/	/	/	-2.9	2.9
C=CCc1ccc(OCCCCNC(C)CC)c(OC)c1 (stereo not given)	/	?	4.9	3.9	-1.9	3.2	/	-0.1
O=C1CC(N2CCN(S(=O)(=O)c3ccccc3F)CC2)C(=O)N1c1ccccc1Cl (stereo not given)	0.3	/	8.9	15.1	-0.4	/	-14.1	/
CO[C@@H]1CN(C)C(=O)c2ccc(NC(=O)C3CCC3)cc2OC[C@H](C)N(Cc2ccc(F)cc2)C[C@@H]1C	0.4	/	-1.8	-6.2	0.0	15.1[16.7 µM]	0.4	-0.1
COC(=O)[C@@H]1OC(=O)[C@H]2O[C@@]23[C@@]1(C)CC[C@@H]1[C@@]2(C)C=CC(=O)OC(C)(C)[C@@H]2CC(=O)[C@]13C	-2.9	16.2	-0.9	-3.5	-2.3	2.1	-31.2	1.1
O=C(CSc1ccc2nnc(-c3cccnc3)n2n1)N1CCOCC1	2.2	2.1	4.2	0.3	3.8	5.8	-5.4	0.1
CC1(C(=O)NCCN2CCOCC2)C=CC2(CCCCC2)N1C(=O)c1ccccc1 (stereo not given)	-4.8	12.3	-1.9	2.9	0.8	3.7	-2.4	1.2
COc1cccc(NC(=O)C23CCC(C)(C(=O)O2)C3(C)C)c1 (stereo not given)	/	-10.4	-3.6	-1.6	-1.5	1.8	/	/
O=[N+]([O-])c1ccc(N2CCOCC2)cc1N1CCCCC1	8.5	0.7	/	/	/	/	-7.6	5.7

Other entries follow:
canonical_smiles	ERAP1 HTS inh	PGC1a acetyl inh	PglD DTNB	RAD54 branch	Cneo AK release	miR122 inh	RAD52 inh	E-selectin induc
Cc1cccc(C)c1NC(=O)CC1SC2=NCCN2C1=O (stereo not given)	/	0.9	-5.1	-1.4	1.9	0.3	/	/
COc1ccc(CN2CCN(Cc3c[nH]c4ccccc34)CC2)cc1	-2.9	/	-1.8	-1.8	13.9	/	-6.8	0.6
Cc1ccc(-c2csc(/C(C#N)=C(\O)CCl)n2)cc1	4.5	-1.2	/	/	/	/	-18.9	0.2
COc1cccc(CNC(=O)c2ccc(S(=O)(=O)N3CCCCC3)cc2)c1	5.8	-23.4	-0.7	2.6	-1.4	-1.7	-2.3	-0.2
CC(=O)Oc1oc(-c2ccccc2)nc1/C=N/c1ccccn1	-0.2	7.9	-1.0	11.1	-1.6	-2.0	-27.7	/
Cc1ccc(C)c(Nc2c(F)c(F)c(F)c(F)c2C(=O)O)c1	1.8	-13.6	/	/	/	-4.0	-18.8	0.6
COCc1[nH][nH]c(=O)c1C=Nc1ccccc1	/	5.8	-8.6	1.3	-4.1	1.0	/	/
O=C(CN1C(=O)S/C(=C\c2cc(Cl)c(O)c(Cl)c2)C1=O)Nc1ccccc1	4.0	/	-8.2	-0.9	-2.0	-1.1	-53.2	/
COc1ccccc1NC(=O)c1c[nH]c2ccccc12	-4.0	/	1.3	0.6	-5.9	1.5	2.4	-0.4
O=C(NC1=NCCS1)c1csc2ccccc12	/	-9.3	3.1	6.5	-1.9	-0.6	/	/
COC(=O)c1cccc(NC(=O)c2ccc3c(c2)C(=O)N(Cc2cccnc2)C3=O)c1C	-4.6	/	-0.3	-14.4	-1.0	4.0	0.9	0.4
COc1ccccc1CC1(C)C(=O)Nc2ccc(S(=O)(=O)NC3CCCCC3)cc21 (stereo not given)	6.4	/	2.6	-0.1	-2.4	41.0	-6.4	0.1
Cc1noc(C)c1NC(=O)N(C)C[C@H]1OCCCC[C@H](C)Oc2ccc(NC(=O)NC3CCCCC3)cc2C(=O)N([C@@H](C)CO)C[C@@H]1C	-6.0	-6.6	-4.7	5.7	-1.4	5.6[16.7 µM]	-5.4	/
CCCc1c(C(=O)N/N=C/c2ccc(C)s2)nnn1-c1nonc1N	-1.2	1.9	-0.5	4.0	1.3	-6.6	-12.3	/
COc1ccc(C(=O)Nc2ccc3c(c2)OC[C@H](C)N(C(C)=O)C[C@@H](C)[C@@H](OC)CN(C)C3=O)cc1	3.2	3.5	0.0	3.3	-2.7	4.4[16.7 µM]	8.0	-0.1

More compounds:
canonical_smiles	ERAP1 HTS inh	PGC1a acetyl inh	PglD DTNB	RAD54 branch	Cneo AK release	miR122 inh	RAD52 inh	E-selectin induc
Fc1cccc(Cl)c1/C=N/Nc1ccccn1	-4.2	/	6.4	-5.9	2.8	3.8	-9.6	/
Cc1ccccc1-c1cc(C(=O)NCC2CC2)n(CC2CC(c3cccnc3)=NO2)n1 (stereo not given)	-1.3	/	-2.4	1.7	2.2	3.1	-7.3	-0.6
O=C(N[C@@H]1CC[C@@H](CCNC(=O)C2CCC2)O[C@@H]1CO)c1ccccn1	1.2	1.7	-2.3	0.8	-1.4	/	-0.8	-0.7
COc1ccc(CN(C)C[C@@H]2Oc3ccc(NS(=O)(=O)c4cn(C)cn4)cc3CC(=O)N([C@H](C)CO)C[C@@H]2C)cc1	-0.1	-0.5	-1.8	6.0	-3.0	-2.8[16.7 µM]	9.5	-0.3
Cc1nc2sc(C(c3cccs3)N3CCN(Cc4ccccc4)CC3)c(O)n2n1 (stereo not given)	4.0	-4.2	2.3	1.5	-0.2	3.5	-8.7	2.4
CCCCOc1ccc(N=Cc2ccc[nH]2)cc1	-3.2	-0.3	-7.0	-3.3	1.2	-3.5	3.8	/
Cc1ccc2cc(CN(c3ccccc3)S(=O)(=O)c3ccccc3)c(=O)[nH]c2c1	0.8	2.5	/	/	/	/	-31.5	0.2
COc1cccc(-c2cnc3c(c2)C(=O)N([C@H](C)CO)C[C@H](C)[C@H](CN(C)S(=O)(=O)c2cn(C)cn2)O3)c1	-2.8	-6.1	-1.6	4.9	-0.6	1.5[16.7 µM]	3.0	-0.2
COc1ccc(Cc2n[nH]c(=S)o2)cc1	1.9	-0.5	/	/	/	/	-8.8	-0.8
Nc1ncnc2nc(SCCC(=O)O)[nH]c12	2.4	3.2	0.7	1.3	-0.1	-9.6	-28.2	4.8
O=C(O)CCNC(=O)c1ccc(NC(=O)C(c2ccccc2)c2ccccc2)cc1	0.0	-10.7	-5.0	-0.2	-0.4	-4.5	-7.4	/
CS(=O)(=O)N1CCCCC1c1cc(C(=O)Nc2ccccc2Cl)no1 (stereo not given)	-1.2	0.8	4.0	-10.9	2.2	64.7	-6.0	0.1
COCC(=O)Nc1ccc2c(c1)C(=O)N(C)[C@H]1CC[C@H](CC(=O)NCCCN(C)C)O[C@H]1CO2	1.4	11.9	6.9	-9.4	1.1	0.0[16.7 µM]	30.2	-0.1
N/C(=N\O)C1COc2ccccc2O1 (stereo not given)	/	10.2	5.0	-4.2	0.2	1.5	/	/
COc1ccccc1-c1ccc([C@@H]2[C@@H](CO)N3CCCCN(Cc4ccncc4)C[C@@H]23)cc1	/	2.0	-1.0	-0.7	-6.9	8.7[16.7 µM]	16.6	-0.1

Among those listed so far, these contain a COOH group:
canonical_smiles	ERAP1 HTS inh	PGC1a acetyl inh	PglD DTNB	RAD54 branch	Cneo AK release	miR122 inh	RAD52 inh	E-selectin induc
Cc1ccc(C)c(Nc2c(F)c(F)c(F)c(F)c2C(=O)O)c1	1.8	-13.6	/	/	/	-4.0	-18.8	0.6
Nc1ncnc2nc(SCCC(=O)O)[nH]c12	2.4	3.2	0.7	1.3	-0.1	-9.6	-28.2	4.8
O=C(O)CCNC(=O)c1ccc(NC(=O)C(c2ccccc2)c2ccccc2)cc1	0.0	-10.7	-5.0	-0.2	-0.4	-4.5	-7.4	/

Other results
canonical_smiles	ERAP1 HTS inh	PGC1a acetyl inh	PglD DTNB	RAD54 branch	Cneo AK release	miR122 inh	RAD52 inh	E-selectin induc
CCCCC(=O)NC(c1ccco1)c1cc(Cl)c2cccnc2c1O (stereo not given)	-1.3	8.8	/	/	/	-10.8	-17.0	/
CC(C(=O)Nc1ccccc1-c1ccccc1)N1CCN(C(=O)c2ccccc2)CC1 (stereo not given)	-4.9	-22.8	2.1	-9.0	1.6	-3.3	-8.0	-0.3
COc1cc(S(=O)(=O)N2CCOCC2)ccc1NC(=O)COC(=O)C12CC3CC(CC(C3)C1)C2	/	5.8	-6.7	-3.7	2.1	-4.3	/	/
Cc1nc2sc(C(c3ccc(F)cc3)N3CCOCC3)c(O)n2n1 (stereo not given)	/	-23.9	-0.9	-21.0	-1.0	-6.7	/	/
COc1ccccc1-c1ccc(/C=N/O)o1	-0.8	13.3	-0.3	-5.2	1.9	-2.3	-27.4	2.3
COc1cccc(S(=O)(=O)N2C[C@H](O)COC[C@@H]3O[C@@H](CC(=O)N4CCN(c5ccccc5)CC4)CC[C@H]32)c1	1.8	-0.6	-1.6	5.7	-3.0	-6.2[16.7 µM]	-17.0	0.2
Cc1cc(SCC(=O)OC/C(O)=C(\C#N)c2nc3ccccc3[nH]2)c(C)cc1Br	-1.6	5.5	/	3.1	-1.0	-8.4	-9.6	/
COc1ccc(C(=O)OCc2cc3cccc(C)c3[nH]c2=O)cc1	/	8.8	0.1	-9.9	1.8	3.5	/	/
COCCNC(=O)CCCn1c(=O)c2ccccc2n(Cc2ccccc2C#N)c1=O	-1.0	-3.8	-1.1	2.8	0.2	/	-12.9	-0.1
